Screens deposited in PubChem BioAssay by several laboratories.
P. falciparum M17LAP: P. falciparum M17LAP inhibitors, primary screen, biochemical, fluorogenic H-Leu-NHMec substrate, 1536-well (AID 1619) | recombinant M17LAP, H-Leu-NHMec fluorogenic kinetic assay; higher % means a stronger effect | one-dose inhibition, % at 30 µM; IC50 in µM for titrated hits | actives 0.38% (n = 220,000);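 active means compound inhibiting the enzyme by more than half at any dose during confirmatory dose-response retesting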;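 further: plate controls were full reaction with DMSO carrier for no effect and no enzyme background for full effect; strong numbers were not always called active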
TNAP activators: stimulation of alkaline phosphatase TNAP activity – biochemical, luminescent, no phosphate acceptor, uHTS, primary screen (AID 1001); purified TNAP, luminescent activation assay, no phosphate acceptor; higher activation fold means a stronger effect; activation fold at 20 µM; hits with a dose series show EC50 in µM; actives 0.03% (n = 200,000); in the data active means activation fold from about 3, or a potency from the dose series; inactive means the rest, 99 in 100 with activation fold below about 1.6; further: many of its hits are not listed in these tables
XIAP displacement: small molecules displacing peptide from XIAP – biochemical, IAP family, fluorescence polarization (AID 1018) | displacement, % at 20 µM; hits with a dose series show IC50 in µM | XIAP BIR domain, fluorescence polarization peptide displacement; higher % means a stronger effect | actives 0.007% (n = 200,000); in the data active means displacement above about 50%; further: a part of the inactive calls stands beside numbers as strong as those of hits
SIAH1 antagonists: blockers of Siah-1 interaction with plectin peptide – biochemical, fluorescence polarization, rhodamine-plectin, uHTS, primary screen (AID 1817); Siah-1 / rhodamine-plectin peptide fluorescence polarization; higher % means a stronger effect; one-dose displacement, % at 20 µM; IC50 in µM for titrated hits; actives 0.02% (n = 290,000);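 active means displacement of at least 50% at 20 µM, with a fluorescence ratio check between 0.3 and a set limit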;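 further: plate controls were Siah plus tracer with DMSO for no effect and tracer alone without Siah for full effect; strong numbers were not always called active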
PMI inhibitors: MPI enzyme activity inhibition – biochemical, fluorescence intensity, coupled assay, primary screen (AID 1209). purified PMI enzyme, coupled fluorescence intensity; higher % means a stronger effect. actives 0.42% (n = 190,000). one-dose inhibition, % at 20 µM; IC50 in µM for titrated hits;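 further: plate controls were DMSO vehicle for no effect and wells lacking substrate for full effect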
PMI inhibition: human PMI inhibitors, high substrate, primary screen, biochemical, fluorescence intensity, high mannose 6-phosphate (AID 1220); recombinant PMI enzyme, coupled fluorescence intensity; higher % means a stronger effect; one-dose inhibition, % at 20 µM; IC50 in µM for titrated hits; actives 0.66% (n = 190,000)
K1F lysis inhibition: inhibition of K1F phage lysis, E. coli UTI89, bacterial capsule biogenesis inhibitors, alamar blue (AID 488966); actives 0.02% (n = 340,000); inhibition, % at 100 µM, or IC50 in µM where a hit was titrated; E. coli UTI89 K1F phage lysis, alamar blue, 2 h; higher % means a stronger effect;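 active means phage lysis inhibition, versus mean bacterial control, above a set limit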;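 further: capsule biogenesis inhibitors block K1F phage lysis so surviving cells raise fluorescence; higher fluorescence means more inhibition of phage lysis; actives were called in the ten point dose series up to 300 µM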
Lipid droplet: hepatic lipid droplet formation modulation. inhibition, % at 6.5 µM. AML12 mouse hepatocytes, oleate lipid droplets, BODIPY imaging. AID 1656. actives 0.4% (n = 240,000);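 active means lipid droplet intensity inhibited by at least 50%, with more than 500 cells counted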
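Material: mouse AML12 hepatocyte cell line, fixed after treatment; Timing: compound with oleate, overnight; Technique: high-content imaging of BODIPY-stained droplets and DAPI nuclei; Probe or stimulus: oleate, 100 µM final; Dosing: compound at 6.5 µM only.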
P. falciparum M1AAP: malaria alanyl aminopeptidase activity blockers – biochemical, fluorogenic H-Leu-NHMec substrate, 1536-well (AID 1445); recombinant M1AAP, H-Leu-NHMec fluorogenic kinetic assay; higher % means a stronger effect; inhibition, % at 30 µM; hits with a dose series show IC50 in µM; actives 0.42% (n = 220,000);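 active means primary inhibition above the hit cutoff, then over 50% inhibition at one or more dose response concentrations, cut at about 23% in these data, passing the limit was not always enough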;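 further: plate controls were DMSO full reaction for no effect and no enzyme background for full effect; strong numbers were not always called active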
Lipid droplet cells 6.5 µM: further read-out of Lipid droplet, marked with its call; cell count; measured here: cell count, cytotoxicity flag;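 cells counted across two imaged fields per well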
The depositor's hits bear a star; . = no result given; & = joins results of further samples; [ ] = another dose, or the depositor's remark. Unless noted, no stated cut-off is given here; in the data, active means inhibition above about 50%; inactive means the rest. Outcome played no part in choosing rows, and some 1.9% of all compounds hit somewhere here.

canonical_smiles	P. falciparum M17LAP	TNAP activators	XIAP displacement	SIAH1 antagonists	PMI inhibitors	PMI inhibition	K1F lysis inhibition	Lipid droplet	Lipid droplet cells 6.5 µM	P. falciparum M1AAP
Cc1cc(-c2ccc(Cl)cc2)c(C#N)c(N)n1	3%	1.2	-4.7%	5%	-12%	-11%	0.3%	9	772	5%
C=CCn1c(SCC(=O)c2c(N)n(C)c(=O)n(C)c2=O)nc2sc(CC)cc2c1=O	-10%	1.1	-7.8%	8%	5%	0%	1.6%	.	.	-2%
Cc1c(C)n(CC(O)CN2CCCCCC2)c2ccccc12 (stereo not given)	6%	1.1	-0.8%	3%	-2%	4%	0.1%	.	.	-8%
N/C(=N\OC(=O)CSc1ccccc1)c1cccc([N+](=O)[O-])c1	-14%	1.1	-4.1%	3%	18%	9%	0.1%	-23	548	6%
CC1(c2ccccc2)CC(C)(C)n2c(O)c(C3=NC(=S)NC3=O)c3cccc1c32 (stereo not given)	14%	.	.	9%	.	.	0.3%	-19	646	5%
O=C(CCCCCCN1C(=O)c2ccccc2C1=O)N1CCC(c2ccccc2)C1 (stereo not given)	6%	1.1	-1.7%	-6%	5%	1%	3.2%	-2	767	2%
O=C(/C=C/c1ccc(Br)cc1)c1ccco1	6%	1	-6.9%	3%	13%	6%	0.0%	-24	646	4%
Cc1ccc2[nH]c(=O)c(-c3nc4ccccn4c3NCc3ccco3)cc2c1	18%	1.1	1.4%	-3%	6%	-5%	0.6%	-20	716	12%
CCOc1ccc(NC(=O)CC2C(=O)N(c3ccc(OC)cc3)C(=O)N2CCc2cccs2)cc1 (stereo not given)	1%	1.1	1.3%	8%	2%	4%	1.3%[50 µM]	-2	612	4%
CCCN1C(=O)SC(CC(=O)Nc2cccc3ccccc23)C1=O (stereo not given)	-16%	0.9	2.0%	18%	12%	33%	0.2%	11	766	1%
CN1CCN(c2nc3c(c(=O)[nH]c(=O)n3C)n2CCSc2ncccn2)CC1	.	1.1	0.7%	1%	-7%	-5%	.	.	.	.
COc1ccc(Cn2c(=S)[nH]c3cc(OC)c(OC)cc3c2=O)cc1	2%	1.1	-1.1%	-9%	5%	10%	0.3%	20	711	3%
Cc1ccc(SCc2[nH]nc3c2C(c2ccco2)C(C#N)=C(N)O3)cc1 (stereo not given)	45%	1	-0.5%	0%	41%	29%	-0.8%	-6	782	16%
CCOc1ccc(-c2n[nH]c(C)c2Oc2ccc(OC)cc2)c(O)c1	5%	1	-11%	2%	3%	-5%	0.9%	-3	638	3%
CC(C)=CCN1CCN(C/C(Cl)=C/c2ccccc2)CC1CCO (stereo not given)	5%	.	.	-5%	.	.	0.0%	1	718	1%
NS(=O)(=O)c1ccc(CNC(=S)Nc2ccc(Cl)c(Cl)c2)cc1	3%	0.9	-3.2%	1%	13%	7%	-5.3%	-4	716	2%
CCOC(=O)c1c(N)sc2c(OC)c(Br)ccc12	-3%	1.1	-1.8%	1%	13%	8%	-1.6%	3	796	-7%
O=C(Nc1ccc(Nc2ccncc2)cc1)c1ccc([N+](=O)[O-])cc1	-4%	.	.	3%	.	.	0.3%	1	676	-2%
O=C1NC(=O)/C(=C\c2ccccc2OCc2cccc([N+](=O)[O-])c2)N1	8%	0.8	-1.1%	7%	0%	-12%	1.9%	-4	523	4%
CC(=O)NC1=NN(C(C)=O)C(c2ccco2)S1 (stereo not given)	-9%	.	.	-4%	.	.	-1.6%	-13	772	0%
Cc1nn(C)c(C)c1S(=O)(=O)N(CC(=O)NCCCOC(C)C)c1ccc(C(C)C)cc1	5%	1.1	-3.7%	-1%	3%	4%	4.2%	.	.	7%
Cc1ccc(C)c(N2CCN(CCCNC(=O)Cn3cccc3C(=O)c3ccccc3C)CC2)c1	-3%	1	-5.6%	-4%	12%	14%	-0.2%	1	685	-7%
COc1ccccc1-c1ccc(=O)n(CC(=O)NC(C)(C)C)n1	12%	1.1	-3.1%	-3%	-5%	-6%	8.2%	.	.	-3%
COC(=O)c1cc(NC(=O)CC2NC3CCCCC3NC2=O)cc(C(=O)OC)c1 (stereo not given)	8%	1.1	-0.7%	0%	0%	-1%	5.5%	.	.	6%
CCOC(=O)C(NS(=O)(=O)c1ccccc1)(C(F)(F)F)P(=O)(OCC(C)C)OCC(C)C (stereo not given)	-7%	1.2	-6.1%	-1%	-79%	-96%	0.5%	-3	811	1%

Entries from the list above with an aryl thioether with sulfur outside any ring, in the order listed:
canonical_smiles	P. falciparum M17LAP	TNAP activators	XIAP displacement	SIAH1 antagonists	PMI inhibitors	PMI inhibition	K1F lysis inhibition	Lipid droplet	Lipid droplet cells 6.5 µM	P. falciparum M1AAP
C=CCn1c(SCC(=O)c2c(N)n(C)c(=O)n(C)c2=O)nc2sc(CC)cc2c1=O	-10%	1.1	-7.8%	8%	5%	0%	1.6%	.	.	-2%
N/C(=N\OC(=O)CSc1ccccc1)c1cccc([N+](=O)[O-])c1	-14%	1.1	-4.1%	3%	18%	9%	0.1%	-23	548	6%
CN1CCN(c2nc3c(c(=O)[nH]c(=O)n3C)n2CCSc2ncccn2)CC1	.	1.1	0.7%	1%	-7%	-5%	.	.	.	.
Cc1ccc(SCc2[nH]nc3c2C(c2ccco2)C(C#N)=C(N)O3)cc1 (stereo not given)	45%	1	-0.5%	0%	41%	29%	-0.8%	-6	782	16%

Single records (already shown). Screens in order: P. falciparum M17LAP	TNAP activators	XIAP displacement	SIAH1 antagonists	PMI inhibitors	PMI inhibition	K1F lysis inhibition	Lipid droplet	Lipid droplet cells 6.5 µM	P. falciparum M1AAP
O=C(Nc1ccc(Nc2ccncc2)cc1)c1ccc([N+](=O)[O-])cc1 reads -4%	.	.	3%	.	.	0.3%	1	676	-2%
CCOc1ccc(NC(=O)CC2C(=O)N(c3ccc(OC)cc3)C(=O)N2CCc2cccs2)cc1 (stereo not given) reads 1%	1.1	1.3%	8%	2%	4%	1.3%[50 µM]	-2	612	4%

Continued:
canonical_smiles	P. falciparum M17LAP	TNAP activators	XIAP displacement	SIAH1 antagonists	PMI inhibitors	PMI inhibition	K1F lysis inhibition	Lipid droplet	Lipid droplet cells 6.5 µM	P. falciparum M1AAP
CCOC(=O)C1=C(CNCc2ccc(C)cc2)NC(=O)NC1c1cc(C)ccc1C (stereo not given)	4%	1	-2.0%	2%	16%	13%	2.0%	-1	778	2%
CC(C)(C)c1ccc(C(=O)c2c[nH]c(C(=O)NCc3cccs3)c2)cc1	4%	1	-6.4%	2%	-14%	-10%	-0.1%	.	.	7%
CC1(C)CC(NC(=O)CC(c2ccccc2)c2ccccc2)CC(C)(C)N1	-2%	1.1	-12%	-7%	5%	1%	1.6%	-4	748	-5%
CCOc1ccc(C(=O)CCN2CCCCCC2)cc1	-1%	1.1	0.5%	4%	25%	29%	-0.7%	.	.	-6%
O=C(NNC(=O)c1cc2c(s1)CCCC2)c1ccccc1	-2%	1.2	-4.2%	2%	11%	11%	0.1%	-8	724	-2%
CCC(C)NC(=O)CSc1nc2c(sc(=S)n2Cc2ccco2)c(=O)n1-c1ccccc1 (stereo not given)	-3%	1.1	-14%	-3%	-4%	-3%	0.0%	15	760	3%
CC(C)N(Cc1nc(-c2ccc(Cl)cc2)no1)C(=O)c1cccs1	1%	1.1	-6.7%	4%	12%	11%	4.6%	14	751	7%
CCOC(=O)c1c(N)ssc1=S	3%&-4%	1.3	-0.4%	1%&4%	11%	6%	1.5%	14&1	529&722	0%&4%
O=C1C2CC=CCC2C(=O)N1Cc1nnc(-c2ccccc2Br)o1 (stereo not given)	6%	.	.	0%	.	.	3.8%	-1	673	3%
O=C1C2C3C=CC([C@@H]2C(=O)N1c1nccs1)C31CC1 (stereo not given in full)	1%	1.1	-3.6%	-2%	-3%	-8%	0.4%	.	.	-1%
COc1cc(NC(=O)C/C(C)=N/NC(=O)C(=O)NCCO)c(OC)cc1Cl	15%	.	.	2%	.	.	-0.2%	-1	729	9%
C=CCn1c(COc2ccc(F)cc2)nnc1SCC(=O)NC(=O)NCc1ccco1	-13%	1	4.9%	3%	-26%	-23%	3.4%	.	.	3%
Cc1ccc(S(=O)(=O)NCc2ccco2)cc1C	-8%	1.1	-1.0%	-4%	-8%	-7%	0.9%[50 µM]	.	.	6%
O=C(C(Cc1ccccc1)n1cccc1)N1CCN(c2cccc(Cl)c2)CC1 (stereo not given)	-4%	1.1	-2.7%	-2%	4%	-1%	-0.7%	.	.	17%
CC(C)(C)c1ccc(-c2nnc(SCC(=O)Nc3sc4c(c3C#N)CCCC4)o2)cc1	8%	1.1	-6.7%	8%	17%	10%	-0.8%	58*	651*	1%
CC1(C(=O)N/N=C/c2ccccc2)CC1(Br)Br (stereo not given)	-8%	1.1	-5.3%	0%	.	.	0.3%	7	598	1%
CCCC(=O)c1c[nH]c(C(=O)NCCc2ccccn2)c1	0%	0.9	-6.0%	-1%	-11%	-3%	0.4%	.	.	9%
C/C(Cn1nnc([N+](=O)[O-])n1)=N\NC(=O)c1ccccc1Cl	-1%	1.1	-1.6%	-4%	16%	46%	-0.3%	.	.	8%
CCc1nc(SCC(=O)Nc2nnc(CC(C)C)s2)n[nH]1	-1%	1.4	-4.5%	-2%	10%	9%	-0.1%	2	708	-4%
O=C(Nc1cccc(-c2cn3ccsc3n2)c1)c1ccccc1	1%	0.9	-1.4%	4%	0%	0%	-0.3%	.	.	-2%
CC(C)[C@@H](C(=O)OCC(=O)Nc1ccc2c(c1)OCO2)N1C(=O)c2ccccc2C1=O	-5%	1.1	0.0%	1%	6%	4%	1.7%	9	778	1%
Cc1ccc(CNC(=O)c2cc3c(-c4ccc(Cl)cc4)nn(C)c3s2)o1	-9%	1.5	-0.8%	3%	16%	13%	2.5%	.	.	22%
CCOc1ncccc1C(=O)Nc1ccc(S(=O)(=O)N2CCCC2)cc1	-5%	1.1	-6.6%	6%	-2%	6%	0.3%	-14	698	-1%
O=C1CCCc2nc(NCc3ccco3)ncc21	-3%	1.1	-3.7%	2%	-4%	-3%	0.2%	.	.	0%
C=CCC(C)(NCc1ccccc1)c1ccco1 (stereo not given)	15%	1	-3.8%	-1%	-7%	5%	-0.4%	.	.	4%
CC(C)(C)c1ccc(OCC(=O)NNC(=O)c2cccnc2)cc1	14%	1.2	-1.6%	-5%	3%	3%	.	-11	665	2%
COc1ccc(NS(=O)(=O)c2ccc(SC)cc2)cc1	14%	1.1	-6.0%	-9%	7%	4%	0.2%	-3	629	1%
O=C(N/N=C/c1cccnc1)c1cccc(S(=O)(=O)Nc2cccc(Cl)c2)c1	-5%	1	-9.3%	-7%	4%	7%	0.3%	-1	694	4%
COc1ccc(-n2nc3cc(C)c(NC(=O)CC(C)C)cc3n2)cc1	0%	1.1	-4.5%	4%	-7%	-10%	.	.	.	-4%
